# Yeast growth tox: yeast growth toxicity, wild-type and mutant, primary screen, cytotoxicity control for eIF2B function restoration project, wild-type and eIF2Bepsilon R284H mutant, A595 | S. cerevisiae wild-type growth, A595 turbidity, 16 h | growth inhibition, % at 25 µM (by protocol) | 30,000 tested, 0.3% active | AID 685, 2007;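 active = mutant and wild-type yeast strains alike exhibit over 30% growth inhibition; inconclusive = a strain exceeds 50% while the second remains under 30%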;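 note: 0% = untreated cell controls and 100% = YPD media blanks without cells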
#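 System: S. cerevisiae wild-type or eIF2Bepsilon-R284H mutant strain; times: 16 h growth with compound, 30 °C; signal: absorbance at 595 nm (turbidity); measure: growth inhibition (%) versus cell controls and blanks; compound: 25 µM single dose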
# eIF2B yeast act: GCN4-lacZ reporter reduction in eIF2B-epsilon mutant yeast, primary screen, S. cerevisiae, eIF2B-epsilon R284H, Beta-Glo luminescence. 27,000 tested, 0.91% active. AID 688, 2007. inhibition, % at 25 µM (by protocol);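 active = mutant luminescence inhibited past about 50% while wild type luminescence and mutant growth stay under set limits, limit read from the data; inconclusive = mutant versus wild type luminescence inhibition gap past a set limit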; note: some compounds called inactive have numbers as strong as hits
#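 Material – yeast eIF2B-epsilon R284H mutant carrying GCN4–beta-galactosidase fusion · Medium – YPD yeast growth medium · Compound – one concentration, 25 µM, 0.25% DMSO · Times – 16 h at 30 °C exposure · Signal – Beta-Glo luminescence plus absorbance at 595 nm · Read-out – % inhibition of reporter signal and growth versus controls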
# Yeast growth tox inhibition %: further read-out of Yeast growth tox, marked with its call; growth inhibition, %; S. cerevisiae eIF2Bepsilon-R284H mutant growth, A595 turbidity, 16 h;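 each compound tested once at 25 µM; 0% equals untreated cells and 100% equals cell-free medium blanks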
# eIF2B yeast act mutant toxicity: second read-out of eIF2B yeast act, no call of its own (marks repeat the call); growth inhibition, %; measured here: mutant yeast growth, toxicity;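 each compound tested once at 25 µM; zero equals untreated control growth and 100 equals blank medium absorbance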
# * = called active by the depositor; ? = inconclusive; . = no result given. Not all compounds are listed, so the mix of outcomes need not match the whole.
nr	smiles	Yeast growth tox	Yeast growth tox inhibition %
1	Cc1nc2oc(C(=O)c3ccc(Br)cc3)c(N)c2c2c1COC(C)(C)C2	-60	-24
2	O=S(=O)(NCCNS(=O)(=O)c1cccs1)c1cccs1	13	7
3	CCCCCCn1c(C(C)O)nc2ccccc21 (stereo unspecified)	21	21
4	CCNc1nc(NCC)nc(OCCOC(C)=O)n1	.	.
5	COc1ccc(F)cc1S(=O)(=O)Nc1ccc(C)cc1	-10	3
6	CCOC(=O)Nc1cccc(NC(=O)c2cc(OC)cc(OC)c2)c1	.	.
7	COc1ccc(-n2nnnc2SCC(=O)Nc2nnc(C)s2)cc1OC	.	.
8	CCOC(=O)c1ccc(NC(=O)C2CCN(S(=O)(=O)CC)CC2)cc1	-1	-5
9	COc1ccccc1-c1nnc(NC(=O)c2ccc(S(=O)(=O)N(C)C)cc2)o1	16	0
10	COC(=O)c1[nH]c2ccc(C)cc2c1NS(=O)(=O)c1ccc(F)cc1	.	.

nr	eIF2B yeast act	eIF2B yeast act mutant toxicity
1	-13	-24
2	14	7
3	17	21
4	-28	.
5	21	3
6	-12	.
7	26	.
8	14	-5
9	16	.
10	39	.

# More results.
nr	smiles	Yeast growth tox	Yeast growth tox inhibition %
11	Cc1cc(C)c(S(=O)(=O)N(C)CC(=O)N2CCCCC2)c(C)c1	-11	-3
12	FC(F)(F)c1ccc(-n2ccnc2)nc1	-8	-27
13	CC1Cc2nc(SCC(=O)N3CCc4ccccc43)n(C)c(=O)c2S1 (stereo unspecified)	-5	6
14	N#CC1=C(SCC(=O)NC2CCCCC2)NC(=O)CC1c1ccco1 (stereo unspecified)	10	4
15	Cn1c(=O)[nH]c2cc(Cl)cnc21	-13	-3
16	CC(=O)c1ccc(N2CCN(C(=O)C3CCN(S(=O)(=O)Cc4ccccc4)CC3)CC2)cc1	-1	-15
17	CCS(=O)(=O)N1CCN(S(=O)(=O)c2ccccc2)CC1	3	15
18	CCN(CC)CCCN1C(=O)C(=O)/C(=C(/O)c2ccc3c(c2)OCCO3)C1c1ccco1 (stereo unspecified)	5	15
19	COc1ccc(N2CCSC2C(=O)NN)cc1 (stereo unspecified)	34	-11
20	CC1CCN(C(=O)CSc2nnc(CSc3ncccn3)n2C)CC1	13	20

nr	eIF2B yeast act	eIF2B yeast act mutant toxicity
11	-39	-3
12	23	-27
13	.	.
14	16	4
15	8	-3
16	6	-15
17	.	.
18	-18	15
19	-9	-11
20	13	20

# (listing goes on)
nr	smiles	Yeast growth tox	Yeast growth tox inhibition %
21	C=CCn1c(N)c(C(=O)Nc2ccc(C)c(C)c2)c2nc3ccccc3nc21	35	-25
22	CC1CCc2c(C(=O)Oc3cccc(-n4cnnn4)c3)csc2C1 (stereo unspecified)	-7	32
23	O=C(CCc1nc2ccccc2[nH]1)Nc1ccc2c(c1)OCO2	10	-4
24	Cc1nnc(NC(=O)CSc2nnc(Cc3cccn3C)n2CCc2ccccc2)s1	5	-3
25	N=c1c2c3c(sc2ncn1CCCO)CCCC3	7	17
26	COc1ccc(-c2cc(C(=O)O)c3ccccc3n2)c(OC)c1	16	14
27	O=C1CCCC/C1=C/Nc1ccc(C(=O)O)cc1	2	15
28	O=c1c2[nH]c3ccc(F)cc3c2ncn1CCN1CCOCC1	6	26
29	CCOC(=O)C1CCCN(Cc2nc(N)nc(Nc3ccccc3)n2)C1 (stereo unspecified)	12	10
30	COC(=O)C1=C(C)N(C)C(C)=C(C(=O)OC)C1c1cccc(Br)c1	1	4

nr	eIF2B yeast act	eIF2B yeast act mutant toxicity
21	8	-25
22	52	32
23	32	-4
24	12	-3
25	-12	17
26	11	14
27	34	15
28	29	26
29	1	10
30	26	4

# Next compounds.
nr	smiles	Yeast growth tox	Yeast growth tox inhibition %
31	COC(=O)c1[nH]c2ccc(C)cc2c1NC(=O)CN1CCN(Cc2ccccc2)CC1	6	13
32	CCCOc1nc2c(c(=O)n(C)c(=O)n2C)n1CC	-16	-5
33	Cc1cc(C)nc(NC(=O)CCC2CCCC2)c1	?	.
34	O=Cc1cn(CC(=O)N2CCOCC2)c2ccccc12	.	.
35	CC1=C(C)C(=O)N(CCC(=O)O)C1=O	2	12
36	Cc1ccc(NCC(O)C(O)C(O)CO)cc1C (stereo unspecified)	-4	12
37	CCCCS(=O)Cc1ccccc1 (stereo unspecified)	19	32
38	Cc1cc(N2CCCC2)c(C)cc1C=O	6	12
39	Cc1nc2cc(-c3cccs3)[nH]n2c(=O)c1C	11	16
40	Cc1cc(C2C(C#N)=C(N)Oc3n[nH]c(C)c32)c(C)s1 (stereo unspecified)	-1	-23

nr	eIF2B yeast act	eIF2B yeast act mutant toxicity
31	26	13
32	10	-5
33	11	.
34	1	.
35	-29	12
36	38	12
37	16	32
38	.	.
39	-22	16
40	9	-23

# (cont.)
nr	smiles	Yeast growth tox	Yeast growth tox inhibition %
41	COc1ccc(N(Cc2cc3cccc(C)c3[nH]c2=O)S(C)(=O)=O)cc1	-1	-9
42	Cc1cc(C(=O)OCC(=O)N2CCCC2)c2ccccc2n1	7	2
43	Cc1cnc(NC(=O)C2CCCO2)s1 (stereo unspecified)	8	5
44	CCCC(=O)Nc1nc2nc(C)cc(=O)n2[nH]1	24	22
45	Nc1nnc(CSCc2ccc(F)cc2)s1	-7	15
46	CCOC(=O)C1=C(N)N2C(=O)C(C)SC2=C(C(=O)OCC)C1c1ccccc1 (stereo unspecified)	-21	-12
47	CCCN1CCCc2cc(CN(CCCN3CCOCC3)C(=O)Nc3ccc(OCC)cc3)ccc21	-4	19
48	CC(=O)Nc1ccc(S(=O)(=O)Nc2cccc(-c3nc4ccccc4o3)c2)cc1	21	24
49	Cc1cccc(NC(=O)c2nc(-c3ccccc3)n(-c3ccccc3)n2)c1C	18	4
50	O=C(c1ccc(Br)o1)N1CCN(Cc2ccc3c(c2)OCO3)CC1	3	-18

nr	eIF2B yeast act	eIF2B yeast act mutant toxicity
41	-32	-9
42	.	.
43	12	5
44	.	.
45	-40	15
46	50	-12
47	13	19
48	.	.
49	2	4
50	21	-18

# Entries of single compounds, quoted from the list. Order of screens: Yeast growth tox, Yeast growth tox inhibition %, eIF2B yeast act, eIF2B yeast act mutant toxicity
# COc1ccc(-n2nnnc2SCC(=O)Nc2nnc(C)s2)cc1OC as listed: ., ., 26, .
# Cc1cnc(NC(=O)C2CCCO2)s1 (stereo unspecified) as listed: 8, 5, 12, 5
# O=C(CCc1nc2ccccc2[nH]1)Nc1ccc2c(c1)OCO2 as listed: 10, -4, 32, -4
# CCNc1nc(NCC)nc(OCCOC(C)=O)n1 as listed: ., ., -28, .
# COc1ccc(N2CCSC2C(=O)NN)cc1 (stereo unspecified) as listed: 34, -11, -9, -11

# Further entries.
nr	smiles	Yeast growth tox	Yeast growth tox inhibition %
51	COc1ccc(-c2cnnn2-c2ccc(N)cc2)cc1OC	-1	0
52	COc1ccc(NC(C)=O)c2nc(C)c(C)nc12	6	14
53	Cn1cccc1/C=C1\CC(C(C)(C)C)C/C(=C\c2cccn2C)C1=O (stereo unspecified)	-15	-8
54	COc1cc(C=O)ccc1Oc1nnnn1-c1ccc(C(N)=O)cc1	7	22
55	CCC(C)(C)n1nnnc1C(c1ccccc1)N1CCN(C2CCCC2)CC1 (stereo unspecified)	14	4
56	CCn1c(-c2ccc(C)cc2)n[nH]c1=S	12	24
57	COc1ccc(OCCCC(=O)Oc2ccc(OC)cc2)cc1	9	18
58	c1coc(CNc2c3c(nc4ncnn24)CCCC3)c1	.	.
59	COC(=O)Cc1c(C)nc2nc(-c3ccc(OC)cc3)[nH]n2c1=O	10	15
60	COC(CNC(=O)CCc1c(C)nc2c(-c3ccc(F)cc3)c(C)nn2c1C)OC	8	-1

nr	eIF2B yeast act	eIF2B yeast act mutant toxicity
51	15	.
52	4	14
53	.	.
54	30	22
55	2	4
56	11	24
57	.	.
58	-2	.
59	15	15
60	.	.

# Continuation:
nr	smiles	Yeast growth tox	Yeast growth tox inhibition %
61	Cc1ccc(C(=O)Nc2ccc(CC(=O)O)cc2)o1	17	-6
62	CCCCC(=O)Nc1ccc(C(=O)Nc2cccnc2)cc1	12	18
63	Cc1ccc(CCN2CC(C(=O)NCCN3CCCCCC3)CC2=O)cc1 (stereo unspecified)	13	23
64	CCc1cccc(NC(=O)NC2CCCCC2)c1	1	-12
65	Cc1nc2ccccc2n1CC(=O)NCc1ccccc1	.	.
66	Cc1nccn1Cc1cccc2ccccc12	23	10
67	COc1ccc(-c2nc(C#N)c(NCc3ccccc3Cl)o2)cc1OC	-16	22
68	CCN(CC)S(=O)(=O)c1ccc2c(c1)c(=O)c(C(=O)N1CCOCC1)cn2C	.	.
69	CN1C(=O)c2ccccc2C(C(=O)O)C1c1cn(C)c2ccccc12 (stereo unspecified)	4	-15
70	CCNc1nc(NC(C)C)nc(OCC)n1	14	36

nr	eIF2B yeast act	eIF2B yeast act mutant toxicity
61	17	-6
62	.	.
63	23	23
64	35	-12
65	-20	.
66	-10	10
67	2	22
68	16	.
69	-9	-15
70	23	36

# Results in eIF2B yeast act mutant toxicity, eIF2B yeast act and Yeast growth tox (four entries from above):
nr	molecule	eIF2B yeast act mutant toxicity	eIF2B yeast act	Yeast growth tox
61	Cc1ccc(C(=O)Nc2ccc(CC(=O)O)cc2)o1	-6	17	17
62	CCCCC(=O)Nc1ccc(C(=O)Nc2cccnc2)cc1	.	.	12
63	Cc1ccc(CCN2CC(C(=O)NCCN3CCCCCC3)CC2=O)cc1 (stereo unspecified)	23	23	13
66	Cc1nccn1Cc1cccc2ccccc12	10	-10	23

# Continuation:
nr	smiles	Yeast growth tox	Yeast growth tox inhibition %
71	CCc1c(C)nc(N2CCN(Cc3ccccc3)CC2)[nH]c1=O	15	-5
72	O=S(=O)(NC1CCCC1)c1ccc(S(=O)(=O)N2CCCN(Cc3ccccc3)C2)cc1	23	13
73	CCOC(=O)CSc1nc2ccccc2c(=O)n1C	-9	-2
74	CCOC(=O)c1cc(NC(=O)Nc2ccccc2OC)c(C)nc1C	12	11
75	O=C(CCn1cnc2ccccc2c1=O)Nc1nc2c(s1)CCCC2	-32	-36
76	COc1ccc(CNC(=O)c2sc(=S)n(-c3ccc(OC)cc3)c2N)cc1	-26	-23
77	O=C(NCc1cccs1)C1CCN(C(=O)NCc2ccccc2)CC1	-35	-32
78	COc1ccc(OCCOCC(O)CN2CCOCC2)cc1 (stereo unspecified)	6	-12
79	O=C(Nc1ccccc1C(=O)Nc1ccc2c(c1)OCO2)c1ccco1	-38	-14
80	Cc1c(C)n(CC(O)CN2C(=O)c3ccccc3S2(=O)=O)c2ccccc12 (stereo unspecified)	29	8

nr	eIF2B yeast act	eIF2B yeast act mutant toxicity
71	11	-5
72	-14	13
73	5	-2
74	17	11
75	1	-36
76	.	.
77	-13	-32
78	29	-12
79	6	-14
80	.	.

# Other compounds:
nr	smiles	Yeast growth tox	Yeast growth tox inhibition %
81	CCN1CCN(C(c2ccc(OC)cc2)C(O)C(=O)c2c[nH]c3ccccc23)CC1 (stereo unspecified)	21	15
82	CCn1c(Sc2nc(C)nc3scc(-c4cccs4)c23)n[nH]c1=O	46*	68*
83	COC(=O)c1cc(OC)c(OC)cc1NC(=O)c1oc2ccccc2c1C	-28	-26
84	Cc1[nH]nc2c1C(c1ccc(F)cc1)C1=C(CC(C)(C)CC1=O)N2 (stereo unspecified)	0	4
85	Fc1cnc(N2CCOCC2)nc1N1CCc2ccccc21	11	2
86	Cc1nc(-c2coc3cc(O)c(C)cc3c2=O)cs1	?	.
87	COc1ccc(C2C(C(=O)Nc3cccc(C)n3)c3ccccc3C(=O)N2C)cc1OC (stereo unspecified)	1	8
88	COc1ccc(S(=O)(=O)N(C(=O)C(C)C)c2ccc3oc(=O)sc3c2)cc1	10	18

nr	eIF2B yeast act	eIF2B yeast act mutant toxicity
81	.	.
82	41	68
83	-17	-26
84	-62	4
85	21	2
86	37	-5
87	26	8
88	.	.

# Filtered by structure: the entries above with a COOH group.
nr	smiles	Yeast growth tox	Yeast growth tox inhibition %
26	COc1ccc(-c2cc(C(=O)O)c3ccccc3n2)c(OC)c1	16	14
27	O=C1CCCC/C1=C/Nc1ccc(C(=O)O)cc1	2	15
35	CC1=C(C)C(=O)N(CCC(=O)O)C1=O	2	12
61	Cc1ccc(C(=O)Nc2ccc(CC(=O)O)cc2)o1	17	-6
69	CN1C(=O)c2ccccc2C(C(=O)O)C1c1cn(C)c2ccccc12 (stereo unspecified)	4	-15

nr	eIF2B yeast act	eIF2B yeast act mutant toxicity
26	11	14
27	34	15
35	-29	12
61	17	-6
69	-9	-15
